BAZ2B inh: qHTS Assay for Inhibitors of BAZ2B. Bromodomain adjacent to zinc finger domain protein 2B (Homo sapiens), Q9UIF8. AlphaScreen BAZ2B-H3K14Ac peptide displacement. Potency, µM (titrated, usually from 114 µM), inactives show at the highest dose activity change, negative = inhibition, most hits filed as inhibitors. hit rate 4.4% among 360,000. AID 504333, 2011; further: potency means the concentration at half of the fitted maximal effect; on the % scale 0 is the no-effect control and ±100 the full control effect; nearly all actives have a fitted effect of over 60% in size
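AlphaScreen displacement of biotin-H3(5-23)K14Ac peptide (50 nM final) from BAZ2B (50 nM final) in PBS pH 7.4, 0.01% Tween-20; complex preformed 30 min RT, then compounds (top 110 uM) 30 min RT, beads 20 min dark.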
G9a block: qHTS Assay for Inhibitors of Histone Lysine Methyltransferase G9a; G9a H3K9 monomethylation, AlphaScreen, 2 h; Histone-lysine N-methyltransferase EHMT2 (Homo sapiens), Q96KQ7; Potency, µM (titrated, usually from 102 µM), inactives show top-dose activity, negative = inhibition, most hits filed as inhibitors; hit rate 8.8% among 350,000; further: potency means the concentration at half of the fitted maximal effect; on the % scale 0 is the no-effect control and ±100 the full control effect; nearly all actives have a fitted effect of over 75% in size
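AlphaScreen read-out: biotin-H3K9 peptide (500 nM) methylation by 20 nM enzyme with 20 uM SAM, 2 h at room temperature after 15 min compound preincubation; anti-monomethyl H3K9 antibody plus donor/acceptor beads, 10 min dark.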
PGK inhibitor: qHTS Assay to Find Inhibitors of Phosphoglycerate Kinase; AID 602233, 2012; PGK/GAPDH coupled, Kinase-Glo luminescence, 60 min; Potency, µM (series often up to 57.5 µM), inactives show top-dose activity change, negative = inhibition, actives largely listed as inhibitors; hit rate 0.043% among 380,000; further: potency means the concentration at half of the fitted maximal effect; on the % scale 0 is the no-effect control and ±100 the full control effect; nearly all actives have a fitted effect of over 60% in size
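Recombinant glycosomal PGK reaction used 1,3-bisphosphoglycerate generated in-well by GAPDH (100nM final) in 100mM TEA pH 7.6, 5mM MgCl2, 0.01% Tween-20. After 60 minutes at room temperature, ATP was read by Kinase-Glo Plus luminescence end-point.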
HP1b chromo inh: HTS for Inhibitors of HP1-beta Chromodomain Interactions with Methylated Histone Tails; hit rate 0.56% among 390,000; Potency, µM (highest dose often 114 µM), for inactives: at the top dose activity change, negative = inhibition, most hits filed as inhibitors; AlphaScreen HP1-beta / biotin-H3K9me3 peptide binding; Chromobox protein homolog 1 (Homo sapiens), P83916; further: potency means the concentration at half of the fitted maximal effect; nearly all actives have a fitted effect of over 70% in size; inactives centre near 23
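Compound inhibition of the preformed complex between 50 nM HP1-beta and 50 nM biotinylated H3K9me3 peptide was read by AlphaScreen. Buffer was PBS pH 7.4 with 0.01% Tween-20. Incubations ran 30 min at room temperature, with 10 ug/mL donor/acceptor beads.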
JMJD2A Tudor inh: qHTS Assay for Inhibitors of JMJD2A-Tudor Domain. Potency, µM (highest dose often 114 µM), for the others: top-dose activity change, negative = inhibition, actives largely listed as inhibitors. AlphaScreen JMJD2A-Tudor / H3K4me3 peptide binding. Lysine-specific demethylase 4A (Homo sapiens), O75164. hit rate 4.4% among 390,000; further: potency means the concentration at half of the fitted maximal effect; on the % scale 0 is the no-effect control and ±100 the full control effect; nearly all actives have a fitted effect of over 50% in size
ERG-DNA inh: qHTS for Small Molecule Inhibitors of the ERG Ets/DNA interaction. fluorescence polarization, His-ERG Ets domain / labelled DNA. Potency, µM (top dose mostly 76.9 µM), for inactives: at the highest dose FP activity, negative = inhibition, actives largely listed as inhibitors. hit rate 0.028% among 370,000; active means well fitted inhibition curve with a large enough effect in the polarisation, with a control signal flat; inconclusive means small, poorly fitted or top-dose-only effect, or effect the other way, or a change in a side signal; inactive means no such curve, though single readings can be large or run the other way; the % refers to the polarisation;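 further: polarization taken with two DNA probes labelled with fluorescein and Texas red; potency means the concentration at half of the fitted maximal effect; % of control where 0% means no effect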
Target sequence (P11308 whole entry, looked up, the tested form may be a part): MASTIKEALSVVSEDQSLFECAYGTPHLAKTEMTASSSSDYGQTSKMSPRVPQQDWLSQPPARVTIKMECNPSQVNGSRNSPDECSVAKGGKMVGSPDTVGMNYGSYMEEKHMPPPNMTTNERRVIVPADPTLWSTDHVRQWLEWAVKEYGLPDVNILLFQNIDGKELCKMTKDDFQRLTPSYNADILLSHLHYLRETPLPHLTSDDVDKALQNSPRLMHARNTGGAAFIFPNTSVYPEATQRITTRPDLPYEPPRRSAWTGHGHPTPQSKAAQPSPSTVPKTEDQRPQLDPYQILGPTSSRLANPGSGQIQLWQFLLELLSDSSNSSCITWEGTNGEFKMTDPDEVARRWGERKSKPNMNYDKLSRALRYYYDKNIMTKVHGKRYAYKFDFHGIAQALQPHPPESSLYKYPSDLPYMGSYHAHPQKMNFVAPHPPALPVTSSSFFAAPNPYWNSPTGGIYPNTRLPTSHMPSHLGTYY
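His-tagged ERG Ets domain (1 uM in the protein solution; 300mM KCl, 50mM Tris-HCl, 1mM EDTA, 1mM DTT, pH 7.5) received compound, then a probe mix of 5 nM fluorescein-DNA and 100nM Texas-615-DNA. Fluorescence polarization was read for both dyes.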
Pin1 inhibitor: qHTS Assay to Find Inhibitors of Pin1; Pin1 FP peptide displacement, HiFluor488, 10 min; AID 504891, 2011; Potency, µM (top dose mostly 115 µM), inactives show top-dose activity, negative = inhibition, most hits filed as inhibitors; hit rate 0.009% among 390,000; Peptidyl-prolyl cis-trans isomerase NIMA-interacting 1 (Homo sapiens), Q13526; active means well fitted inhibition curve with a large enough effect in the polarisation, with a control signal flat, not every such curve was filed as active; inconclusive means small, poorly fitted or top-dose-only effect, or effect the other way, or a change in a side signal; inactive means no such curve, though single readings can be large or run the other way; the % refers to the polarisation; further: potency means the concentration at half of the fitted maximal effect; on the % scale 0 is the no-effect control and ±100 the full control effect
PI4K2A inh: qHTS for small molecular inhibitors of PI4K2A; AID 1346378, 2018; activity change, negative = inhibition, % at 76.9 µM; purified PI4K2A, ADP-Glo luminescence, 1 h; hits give low values; hit rate 0.13% among 420,000; Phosphatidylinositol 4-kinase type 2-alpha (Homo sapiens), Q9BTU6; in the data active means activity change below about -50%; inconclusive means mostly about -30% to -49%;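 further: -100% = wells without enzyme as full effect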
Target sequence (Q9BTU6 whole entry, looked up): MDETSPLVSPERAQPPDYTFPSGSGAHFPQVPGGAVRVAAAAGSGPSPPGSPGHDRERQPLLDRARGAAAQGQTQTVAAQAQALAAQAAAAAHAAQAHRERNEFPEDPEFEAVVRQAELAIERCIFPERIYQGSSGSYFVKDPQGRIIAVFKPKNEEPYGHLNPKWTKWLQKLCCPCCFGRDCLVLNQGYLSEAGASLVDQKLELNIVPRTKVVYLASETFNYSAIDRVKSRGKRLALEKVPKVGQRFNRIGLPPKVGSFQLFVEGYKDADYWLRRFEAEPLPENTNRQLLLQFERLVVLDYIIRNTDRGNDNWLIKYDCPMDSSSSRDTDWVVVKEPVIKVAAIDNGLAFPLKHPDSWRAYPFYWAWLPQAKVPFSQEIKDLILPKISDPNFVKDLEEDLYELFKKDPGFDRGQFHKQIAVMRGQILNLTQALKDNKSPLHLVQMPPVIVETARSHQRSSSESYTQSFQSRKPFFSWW
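PI4K2A activity was measured by ADP-Glo luminescence: enzyme (4 ug/mL stock) and phosphatidylinositol (1.2 mM stock) in Tris pH 7.5/MgCl2/EGTA/Triton X-100 buffer were reacted with ATP (300 microM stock) for one hour at ambient temperature.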
GLS inhibitor: qHTS for Inhibitors of Glutaminase (GLS); GLS enzymatic activity, qHTS titration; Potency, µM (series often up to 45.5 µM), for the others: at the top dose activity change, negative = inhibition, most hits filed as inhibitors; hit rate 0.21% among 410,000; AID 624170, 2012; further: potency means the concentration at half of the fitted maximal effect; on the % scale 0 is the no-effect control and ±100 the full control effect
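hKGA in 45 mM KH2PO4 pH 8.2, 0.02% Tween-20 with pin-transferred compounds; 1 mM L-glutamine (stock) plus glutamate oxidase/HRP/Amplex Red coupling added. Fluorescence read initially and after 30 min at RT.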
* marks the source's active call; other numbers are inactive results; i = inactive; ? = inconclusive; nt = no result given; & = joins results of further samples; [ ] = another dose, or the depositor's remark. Unless noted, the call rests on the fitted dose curve; in most records, active means well fitted curve in the direction sought with a large enough effect; inconclusive means small, poorly fitted or top-dose-only effect, or another doubt; inactive means no such curve, though single readings can be large; an effect the other way counts as inactive or inconclusive.

SMILES	BAZ2B inh	G9a block	PGK inhibitor	HP1b chromo inh	JMJD2A Tudor inh	ERG-DNA inh	Pin1 inhibitor	PI4K2A inh	GLS inhibitor
O=C(NCC1CCOCC1)C1CCC(=O)N(Cc2cccc(C(F)(F)F)c2)C1 (stereo unspecified)	-2%	-11%	i	67%[activator]	-16%	9%	4%	1	-5%
O=S(=O)(c1ccc(N2CCN(CCO)CC2)nc1)N1CCCCC1	-3%	-3%[59 µM]	i	13%	-6%	1%	-6%	-1	10%
O=S(=O)(O)c1cnccc1Nc1cccc(C(F)(F)F)c1	nt	nt	4%	10%	-1%	-1%	-5%	5	3%
COC(=O)c1ccc(C23CC4(C2)[C@H](CN(CC2CCCCC2)[C@@H]4c2ccccc2)C3c2ccccc2)cc1 (stereo partly specified)	-21%	-8%[59 µM]	-2%	17%	-18%	-6%	73%[activator]	-4	-5%
COc1cc(NC(=O)NCCN2CCN(c3ccccc3)CC2)cc(OC)c1OC	-3%&-8%	19%	-3%	4%&30%	-24%&-8%	-15%&-2%	-1%&-1%	7&2	3%&15%
C=CCc1cccc(CNc2nc3ccccc3n2C)c1O	-4%	21%	-5%	30%	-25%	-9%	-10%	2	9%
O=C(CNC(=O)c1ccccc1Cl)OC1CCOC1=O (stereo unspecified)	-16%	?	-2%	35%	-15%	-8%	-2%	4	-5%
Cc1ccc(Nc2nc(N)nc(CSc3nccn3C)n2)cc1	-33%	-2%[12.7 µM]	-6%	27%	-13%	0%	-3%	-6	2%
Cn1c(SCC(=O)Nc2cccc(NC(=O)c3cccs3)c2)nnc1-c1ccncc1	0%	-1%[59 µM]	i	50%	-2%	7%	-3%	-5	0%
COc1ccc(C)cc1NC(=O)C1CCCCC1C(=O)O (stereo unspecified)	8%	-23%	i	-6%	-7%[57.1 µM]	5%	-1%	1	-4%
FC(F)(F)c1cccnc1N1CCN(c2ncnc3nc[nH]c23)CC1	8%	-2%[59 µM]	i	34%[activator]	-24%	2%	0%	4	0%
O=C(NCc1ccco1)c1cccc(NC(=O)c2ccco2)c1	-32%	56µM*	-5%	-2%	-29%	7%	?	-10	-5%
c1cnc2ccc(C(c3nnnn3C3CCCCC3)N3CCCCC3)cc2c1 (stereo unspecified)	3%	-8%[59 µM]	i	16%	-19%	-1%	1%	-1	10%
COc1ccc(OC)c(CNC(=O)c2ccc(Sc3ccc(Cl)cc3)c(NC(C)=O)c2)c1	?	-21%[59 µM]	9%	-3%	?	-2%	17%	0	3%
Cc1ccc2c(c1)N(S(=O)(=O)c1cc(-c3cc(C)no3)ccc1C)CCO2	-3%[57.1 µM]	28%	5%	31%[57 µM]	3%	14%	8%	-1	0%
C#CCOc1ccc(C2C3=C(CC(C)(C)CC3=O)N(CC(=O)O)C3=C2C(=O)CC(C)(C)C3)cc1	10%	?	1%	73%[activator]	1%	-3%	-7%	2	-1%
CCOc1ccc(NC(=O)c2c(C)oc3nc(C)nc(N4CCOCC4)c23)cc1	6%[57.1 µM]	-20%[59 µM]	10%	28%	-2%	0%	9%	2	5%
COc1ccc(NC(=O)Cn2c(=O)n(CCCC(=O)NCc3ccccc3OC)c(=O)c3ccccc32)cc1Cl	-23%	?	-1%	39%[activator]	4%	-5%	6%	-4	8%
Cn1ccnc1SCC(=O)Nc1cccc(S(=O)(=O)N2CCCCCC2)c1	-35%	-32%	4%	-8%	-16%	-8%	3%	2	5%
CC(C)CC(=O)Nc1cccc(-c2cn3ccsc3n2)c1	-4%	17%[59 µM]	-1%	19%	-5%	3%	0%	3	3%
COc1cc(C2c3c(oc4ccccc4c3=O)C(=O)N2c2ccccn2)cc(OC)c1OC (stereo unspecified)	7%	24%[59 µM]	8%	20%	-10%	3%	0%	2	6%
COc1ccc(C(C)=O)cc1COC(=O)CNC(=O)c1cc(C)cc(C)c1	-15%	23%[59 µM]	0%	48%[activator]	1%	9%	6%	-3	0%
COc1ccc(C2c3ccc(O)cc3Oc3ncn4nc(-c5ccccn5)nc4c32)cc1OC (stereo unspecified)	-31%	31%	-10%	10%	-23%	8%	20%	-15	0%
Cc1ccc2nc(SCC(=O)Nc3ccccc3N3CCOCC3)c(C#N)cc2c1	33%[activator]	-21%[59 µM]	5%	31%	-15%	-2%	24%	0	0%
CC(C)OCc1c(C(=O)OC/C(O)=C(\C#N)c2nc3ccccc3[nH]2)oc2ccccc12	1%	?	-3%	5%	-15%	5%	30%[activator]	-6	0%
CCN1CCN(C(c2cccs2)C(C)NC(=O)NC2CCCCC2)CC1 (stereo unspecified)	-4%	-3%[59 µM]	i	32%	-10%	2%	-9%	1	0%
O=C(COc1ccc(Cl)cc1Cl)N(C1CCCCC1)C1CCS(=O)(=O)C1 (stereo unspecified)	5%	-3%[59 µM]	3%	26%	-11%	-3%	-5%	-2	-1%
O=C(COC(=O)Cn1[nH]c(=O)c2ccccc2c1=O)NNC(=O)c1ccccc1	-1%	-9%[12.7 µM]	i	27%	-18%	9%	0%	4	8%
CCOCCn1ccc2c(OCC(=O)Nc3ccc(OC)c(OC)c3)cccc2c1=O	-6%	-15%	-9%	14%	?	-2%	8%	-3	-9%
O=C(Nc1ccc(O)cc1C(=O)O)c1cccc(Br)c1	?	-5%[59 µM]	-7%	4%	-35%	-2%	?	-5	59%[activator]
O=C(CCNC(=O)c1ccccc1)NCCc1ccc(Cl)cc1	3%	40%	-12%	0%	-23%	-2%	-2%	-22	-2%
COc1ccc(-c2[nH]ncc2CN2CCCC(C(=O)c3cccc(OC)c3)C2)cc1 (stereo unspecified)	-4%	45µM*	9%	17%	-26%	-1%	-12%	4	4%
C[C@@H](C(=O)NCc1ccccn1)[C@H]1C[C@]1(C)[C@H](NC(=O)OCc1ccccc1)c1ccccc1	0%	?	-7%	19%	-16%	15%	1%	-5	-2%
CCCCC(CCc1ccccn1)C(=O)c1ccccc1 (stereo unspecified)	nt	nt	-6%	30%	22%	2%	-4%	0	5%
Cc1cccc(NC(=O)N2CCC(CN3CCC(C)CC3)CC2)c1C	4%	4%[59 µM]	i	15%	-7%	-3%	-3%	0	-1%
Cc1[nH]c2ccccc2c1C(c1ccccn1)N1CCC(C)CC1 (stereo unspecified)	-10%	?	i	34%	-3%	5%	-3%	0	1%
CCCC[C@@H]1C[C@H]1[C@@H](NC(=O)c1ccco1)c1ccc(C(=O)OC)cc1	nt	nt	-9%	28%	-17%	0%	18%	0	4%
COCCNC(=S)N/N=C(\C)c1ccc2cc(OC)ccc2c1	?	12%[59 µM]	i	-8%	-20%	-6%	7%	-4	19%
Cc1ccc(NC(=O)CC2C(=O)NCCN2C(=S)Nc2ccccc2)c(C)c1 (stereo unspecified)	-5%	-3%[59 µM]	-5%	40%[activator]	?	7%	-4%	-3	-3%
COC(=O)c1cc(NC(=O)CN(c2cccc(OC)c2)S(=O)(=O)c2ccccc2)ccc1Cl	7%	-22%	8%	29%	-15%	nt	10%	2	12%
CCOC(=O)CSc1nc2ccc(NC(=O)COc3ccc(F)cc3)cc2s1	1%	20%[59 µM]	i	100%[activator]	-7%	5%	6%	-8	1%
CCCCOc1ccc(S(=O)(=O)NCc2csc(-c3ccc(OC)cc3)n2)cc1	5%	7%[59 µM]	nt	55%[activator]	-7%	0%	-2%	1	-12%
CC(C)CC(=O)NC1(C(F)(F)F)C(=O)Nc2c1c(=O)[nH]c(=O)n2Cc1ccco1 (stereo unspecified)	?	?	-7%	46%[activator]	?	-3%	8%	-3	-24%
Cc1nc(NC(=O)CSc2nccn2C)sc1C(=O)N(C)C	-15%	29%	-2%	8%	-21%	-7%	-1%	-6	2%
O=C(CCN=C1NS(=O)(=O)c2ccccc21)OCc1nnc(-c2ccc([N+](=O)[O-])cc2)o1	nt	nt	-3%	28%	-11%	-3%	?	-15	-7%
COCCn1nnnc1CN1CCC(C)CC1	12%	9%[59 µM]	16%	88%[activator]	-14%	7%	5%	-10	6%
CCOC(=S)SCC(=O)N1CCc2ccccc2C1C1C(=O)CC(C)(C)CC1=O (stereo unspecified)	?	?	-2%	25%	-26%	-3%	0%	13	-5%
CC(NC(=O)c1ccccc1Cl)NC(=O)c1ccccc1Cl	5%	25%	4%	32%	-8%	-3%	-3%	0	2%
N/C(=N\OS(=O)(=O)c1ccccc1)c1ccccn1	22µM*	?	3%	44%[activator]	3.5µM*	-7%	-4%	-1	5%

Screening data deposited in PubChem by National Center for Advancing Translational Sciences (NCATS).
